# APJ antagonist – APJ receptor antagonism; AID 2521; inhibition, % at 20 µM; CHO-K1 APJ beta-arrestin complementation, luminescence; 330,000 tested, 0.32% active;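 active = inhibition above about 40% at 20 µM, limit read from the data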;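 also: cells challenged with 10 nM apelin-13 agonist together with compound; plate controls were apelin-13 plus DMSO wells for no effect and DMSO wells lacking apelin-13 for full effect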
# Target sequence (P35414 whole entry, looked up): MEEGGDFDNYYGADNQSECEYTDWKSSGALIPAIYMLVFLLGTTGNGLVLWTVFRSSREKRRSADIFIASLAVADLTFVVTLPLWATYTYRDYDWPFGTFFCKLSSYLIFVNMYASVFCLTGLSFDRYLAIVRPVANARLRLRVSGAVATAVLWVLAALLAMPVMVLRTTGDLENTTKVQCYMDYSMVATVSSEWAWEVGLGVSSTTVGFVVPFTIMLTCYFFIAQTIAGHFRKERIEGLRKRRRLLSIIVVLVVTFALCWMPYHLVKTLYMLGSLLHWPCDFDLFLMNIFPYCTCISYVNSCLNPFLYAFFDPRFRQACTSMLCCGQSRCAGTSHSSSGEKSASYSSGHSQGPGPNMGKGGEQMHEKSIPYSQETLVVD
# UPR XBP1 act – activators of adaptive arm of unfolded protein response (XBP1). CHO-XBP1 luciferase reporter, IRE1-XBP1 UPR activation, luminescence; percent of tunicamycin response, DMSO as zero. activation, % at 20 µM. 330,000 tested, 0.33% active;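 active = versus positive control, 20 µM dose yields 30% or more activation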;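 also: 100% = tunicamycin at 10 µg/mL and 0% = DMSO only wells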
#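 Material: CHO-XBP1 cells stably carrying IRE1-XBP1-driven luciferase reporter | Medium: F12 with 10% serum | Compound dosing: 20 µM single concentration, DMSO 1% | Incubation: Overnight seeding at 37 °C, 6 h compound treatment at 37 °C | Detection: Steady-Glo luminescence read | Read-out basis: % activation of reporter signal versus tunicamycin and DMSO controls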
# Jurkat NFkB inh – lowers PMA/ionomycin-induced NF-kB signal in Jurkat cells; PMA/ionomycin-induced NF-kB luciferase reporter, luminescence; inhibition, % at 4 µM; 330,000 tested, 0.53% active; in the data active = inhibition above about 50%
# 697 NFkB inh – inhibitors of the PMA/ionomycin-induced NF-kB reporter in 697 B cells | 697 B-cell NF-kB luciferase reporter, 16 h | AID 435022 | 330,000 tested, 0.33% active | inhibition, % at 4 µM; in the data active = inhibition above about 35%
# tim23-1 inh – tim23-1 yeast growth inhibition; S. cerevisiae tim23-1 growth, BacTiter-Glo luminescence, 24 h; AID 463212; 330,000 tested, 1.3% active; inhibition, % at 20 µM;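 active = growth inhibition of the mutant yeast at or above 50%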;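 also: temperature-sensitive mutant grown at 25 °C; plate controls were DMSO-treated mutant yeast for no effect and medium wells lacking yeast for full effect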
# CHOP UPR activ – activators of apoptotic arm of unfolded protein response (CHOP); CHO-CHOP luciferase reporter, UPR activation, luminescence; percent of tunicamycin response over DMSO baseline; activation, % at 10 µM; 330,000 tested, 0.34% active; AID 449763;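 active = at 10 µM dose, activation of 40% or more, normalized to positive control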;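 also: 100% = tunicamycin at 10 µg/mL and 0% = DMSO alone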
#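 System: CHO-CHOP luciferase reporter cell line | Buffer or medium: F12 medium containing 10% fetal bovine serum | Doses: One dose, 10 µM in 0.5% DMSO | Times: 6 h compound exposure at 37 °C after overnight seeding | Signal: Luciferase luminescence | Read-out: % activation vs tunicamycin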
# APJ agonist – agonists of human APJ apelin receptor | CHO-K1 APJ PathHunter beta-arrestin, luminescence; 0% DMSO wells, 100% apelin | activation, % at 20 µM | P35414 | AID 2520 | 330,000 tested, 0.11% active;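 active = activation more than six SD over the plate average, tested at 20 µM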;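 also: 0% = DMSO alone and 100% = apelin-13 at 10 nM; some results filed as inactive read as strong as hits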
#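 Incubation: overnight seeding, 90 min compound at 25 °C, 1 h detection; test system: PathHunter CHO-K1 APJ (AGTRL-1) beta-arrestin reporter cells; amount: 1000 cells/well; doses: one dose, 20 µM compound, 1% DMSO; measured by: beta-gal luminescence; measure: agonist-driven arrestin binding to APJ; benchmarks: negative DMSO alone, positive Apelin-13 at 10 nM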
# Mdm2-MdmX inh – human Mdm2/MdmX binding inhibition. 330,000 tested, 3% active. AID 485346. O15151+Q00987. inhibition, % at 8 µM. SaOS-2 split-luciferase Mdm2/MdmX complementation, luminescence;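 active = inhibition of at least 50% at 8 µM in the primary screen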
# * hit, by the source's call.
canonical_smiles | 697 NFkB inh | APJ agonist | Jurkat NFkB inh | APJ antagonist | CHOP UPR activ | tim23-1 inh | Mdm2-MdmX inh | UPR XBP1 act
Cc1cc(C)c2cc(CN(CCO)C(=O)Nc3ccc(Cl)cc3)c(=O)[nH]c2c1 | 25 | 0 | 21 | 5 | 5.7 | 18 | 19 | 2
COc1ccccc1CNS(=O)(=O)c1ccc2c(c1)CC(=O)N2C | 1 | 0 | 10 | -9 | 1.3 | 9 | -12 | -2
NS(=O)(=O)c1ccc(CCn2c(=S)[nH]c3ccc(F)cc3c2=O)cc1 | 7 | -2 | -6 | -6 | -1.6 | -15 | 11 | -2
CCCS(=O)(=O)N1CCCC(C(=O)NCCc2ccc(OC)c(OC)c2)C1 (configuration not stated) | 13 | -4 | 16 | 20 | -2.8 | 3 | 9 | -4
CC(=O)Nc1ccc(OCC(O)Cn2nc(C)c(C)c2C)cc1 (configuration not stated) | -15 | -4 | -9 | -7 | 3.5 | 12 | -27 | -2
COC(=O)C1(Cc2cc(-c3cccnc3)no2)CCN(C(=O)OC(C)(C)C)CC1 | -19 | 36* | 14 | -191 | -0.2 | 29 | 4 | 0
COC(=O)CCC(=O)N(CCN(C(=O)CCC(=O)OC)c1ccccc1)c1ccccc1 | 6 | -3 | 19 | 30 | -0.2 | 2 | -2 | 1
Cc1c(C(=O)Nc2nc3ccccc3[nH]2)cccc1[N+](=O)[O-] | -48 | -3 | -44 | -3 | 3.1 | 23 | -36 | 3
COc1ccccc1N1CCN(C(=O)c2cc(-c3ccc(Cl)cc3)on2)CC1 | 6 | -3 | 6 | -15 | 0.7 | 33 | 7 | -2
COc1cc(/C=C/C(=O)O)cc(S(=O)(=O)N(C)CCO)c1OC | -9 | 0 | -19 | -35 | 1.3 | 8 | -3 | -1
O=C(CCN1CCN(Cc2ccccc2)CC1)Nc1cccc(Br)c1 | 19 | -4 | -3 | -10 | 1.1 | 4 | 30 | -4
COC(=O)c1ccc(-c2ccc(Cl)cc2)nc1C | -181 | 4 | -172 | -4 | 1.1 | 22 | -223 | 2
CC1CCC(C(C)C)C(OCC(O)CN2CCN(Cc3ccccc3)CC2)C1 (configuration not stated) | 7 | -2 | 9 | 2 | -0.9 | 13 | 29 | -2
O=C(CSc1ncn[nH]1)Nc1ncc(C(F)(F)F)cc1Cl | 9 | -4 | -11 | 12 | 0.8 | 7 | -21 | -7
CCCCN(CC)CCNC(=O)c1cc2c(=O)[nH]c3ccccc3c2n1C | 1 | -2 | 0 | -15 | -2.8 | -5 | 19 | 1
Cc1ccc(C)c(S(=O)(=O)N2CCN(CC(=O)NC(=O)NCc3ccccc3)CC2)c1 | 5 | -2 | 6 | -4 | -3.2 | -22 | 17 | 1
C=CCSc1ncccc1C(=O)NCCc1ccc(Cl)cc1 | 4 | -2 | -18 | -20 | 0.3 | -3 | 1 | 0
NS(=O)(=O)c1ccc(CCNC(=O)C(=O)c2cn(CC(=O)N3CCOCC3)c3ccccc23)cc1 | -14 | -1 | 7 | -7 | 2.2 | -9 | 9 | -3
O=C1CC(Cc2ccccc2)C(=O)N1CCc1ccc2c(c1)OCO2 (configuration not stated) | -7 | 2 | -4 | -29 | -1.5 | -4 | 15 | -1
Cc1cc(C)c(-c2cc(NC(=O)COC(=O)c3ccc(NC(=O)CC#N)cc3)n(-c3ccccc3)n2)cc1C | -3 | -4 | 12 | 1 | 1.6 | 10 | 0 | 2
CC(=O)N1N=C(c2cccc([N+](=O)[O-])c2)OC1(C)CC(=O)Nc1ccccc1 (configuration not stated) | -9 | 4 | 12 | -14 | -0.5 | 24 | 23 | -1
COc1ccc(-c2cc(C)no2)cc1S(=O)(=O)NCc1cccc(C)c1 | -9 | -1 | 12 | -2 | 2.5 | 25 | 34 | 0
Cc1ccc(C2=NN(CCC(=O)NCCC(C)C)C(=O)CC2)cc1 | 10 | -5 | 5 | 12 | 1.3 | 9 | 16 | -1
Cc1nc(NC(=O)c2c(-c3ccccc3Cl)noc2C)sc1C | -29 | 4 | 19 | 0 | 0.1 | 38 | 5 | -3
CC(C)CC(=O)O/N=C1\C(=O)N(Cc2ccc(Cl)cc2)c2ccc([N+](=O)[O-])cc21 | 1 | 3 | 15 | 10 | 0.6 | -43 | 60* | 1
CCCCN(C(=O)CSc1c(C)c(C)cc(C)c1C)c1c(N)n(CCC)c(=O)[nH]c1=O | 14 | -1 | 5 | -3 | -0.9 | -4 | -8 | 0
O=C(Nc1n[nH]c(C2CCCCC2)n1)C1CCCCC1 | -4 | -2 | -14 | 8 | 6.1 | 24 | -20 | 0
O=C(OCc1nc2ccsc2c(=O)[nH]1)c1ccccc1 | -3 | -5 | 1 | 12 | 2.1 | 10 | 7 | 0
O=C(c1ccc(S(=O)(=O)N2CCCCCC2)cc1)N(c1ccccn1)C1CCCCC1 | -2 | 0 | -2 | 8 | -2.0 | -22 | -19 | -4
O=C(Nc1cccc(S(=O)(=O)N2CCOCC2)c1)c1cc2ccccc2o1 | -4 | -1 | -4 | -6 | -1.1 | 31 | 15 | -1

# Single records (already shown).
# Profile of COc1cc(/C=C/C(=O)O)cc(S(=O)(=O)N(C)CCO)c1OC → 697 NFkB inh: -9; APJ agonist: 0; Jurkat NFkB inh: -19; APJ antagonist: -35; CHOP UPR activ: 1.3; tim23-1 inh: 8; Mdm2-MdmX inh: -3; UPR XBP1 act: -1
# Profile of Cc1c(C(=O)Nc2nc3ccccc3[nH]2)cccc1[N+](=O)[O-] → 697 NFkB inh: -48; APJ agonist: -3; Jurkat NFkB inh: -44; APJ antagonist: -3; CHOP UPR activ: 3.1; tim23-1 inh: 23; Mdm2-MdmX inh: -36; UPR XBP1 act: 3

# Other results:
canonical_smiles | 697 NFkB inh | APJ agonist | Jurkat NFkB inh | APJ antagonist | CHOP UPR activ | tim23-1 inh | Mdm2-MdmX inh | UPR XBP1 act
O=C(NC1CCCC1)c1ccc(S(=O)(=O)N2CCCC2)cc1 | 8 | -6 | -2 | -9 | 0.1 | -4 | 7 | -2
O=C(c1cc2cc(Br)ccc2s1)N1CCOCC1 | 4 | -4 | -10 | -6 | 4.9 | 7 | -1 | 3
COc1ccc(OC)c(C(=O)c2ccccn2)c1 | 4 | -2 | 8 | 6 | 0.0 | 14 | 28 | -1
Cc1ccccc1C(=O)NCCCCc1ccccc1 | -7 | -3 | 1 | 2 | -0.9 | -3 | 13 | 0
CCOc1cc(/C=C/C(=O)c2ccc(OC)c(CN3CCOCC3)c2)cc(Br)c1O | 9 | -2 | 22 | 26 | 6.7 | 22 | 46 | -7
CCCCNC(=S)NNC(=O)c1nn(C)cc1Cl | 7 | -4 | 4 | 5 | -0.5 | -8 | 2 | -1
CN(c1ccc(C(=O)NCc2ccc3c(c2)OCO3)cc1)S(=O)(=O)c1ccccc1 | 15 | -2 | -7 | -19 | -1.6 | 10 | 9 | -2
Cc1ccc(NCc2nnc3n2CCCCC3)cc1 | -7 | -1 | -16 | -10 | 1.6 | 11 | 7 | 1
COc1ccc(-c2nc(N)n(C(=O)c3ccco3)n2)cc1 | 6 | -5 | -5 | -11 | 0.9 | -14 | 18 | -1
CC(=O)Nc1cccc(C(=O)/C=C/c2ccc[nH]2)c1 | 1 | 1 | -7 | -11 | 3.6 | 7 | -5 | 1
Cc1ccccc1C(=O)NC(NC(=S)Nc1ccc(S(N)(=O)=O)cc1)C(Cl)(Cl)Cl (configuration not stated) | -17 | 2 | 5 | 1 | 4.6 | 6 | 20 | 0
CC(C)CC(NS(=O)(=O)c1ccccc1)C(=O)O (configuration not stated) | 10 | -3 | 0 | 4 | -1.1 | -10 | 20 | 0
CCc1noc(C)c1C(=O)Oc1ccc(N(C)S(=O)(=O)c2ccc(C)cc2)cc1 | -9 | -2 | 15 | 5 | 2.2 | 16 | 39 | -4
COc1cc2c(cc1[N+](=O)[O-])n(C(C)C)c(=O)n2C(C)C | 2 | -1 | -1 | 12 | 0.4 | 17 | 7 | 9
CC1(C)C2CCC1(CS(=O)(=O)NC1CCCC1)C(=O)C2 (configuration not stated) | 13 | 0 | -9 | -10 | -0.5 | 19 | 0 | -2
CC(=O)c1cccc(NC(=O)c2ccc(C)o2)c1 | 0 | -3 | -4 | 0 | 1.8 | 3 | 5 | -3
C/C(=N\NC(=O)c1c[nH]c2ccccc12)c1ccc(C)s1 | -118 | 7 | -40 | -29 | 5.7 | 21 | -24 | 1
C=C(C)C(=O)Nc1cccc(C2=NOC3(C2)C[C@H](C(N)=O)N(C(=O)/C=C/C)C3)c1 (some centres not stated) | 25 | -1 | 20 | 4 | -1.5 | 11 | -29 | 1
CN(C)S(=O)(=O)c1ccc(N2CCCC2)c(C(=O)Nc2ccc(Br)cc2F)c1 | 10 | -6 | 16 | 14 | 2.2 | 10 | 16 | 1
Cc1ccc(NC(=O)c2sc(Cl)nc2-c2ccccc2)cc1 | -13 | -1 | -1 | -20 | -0.7 | 9 | 6 | -5

# Five successive records out of the list so far, quoted:
canonical_smiles | 697 NFkB inh | APJ agonist | Jurkat NFkB inh | APJ antagonist | CHOP UPR activ | tim23-1 inh | Mdm2-MdmX inh | UPR XBP1 act
O=C(NC1CCCC1)c1ccc(S(=O)(=O)N2CCCC2)cc1 | 8 | -6 | -2 | -9 | 0.1 | -4 | 7 | -2
O=C(c1cc2cc(Br)ccc2s1)N1CCOCC1 | 4 | -4 | -10 | -6 | 4.9 | 7 | -1 | 3
COc1ccc(OC)c(C(=O)c2ccccn2)c1 | 4 | -2 | 8 | 6 | 0.0 | 14 | 28 | -1
Cc1ccccc1C(=O)NCCCCc1ccccc1 | -7 | -3 | 1 | 2 | -0.9 | -3 | 13 | 0
CCOc1cc(/C=C/C(=O)c2ccc(OC)c(CN3CCOCC3)c2)cc(Br)c1O | 9 | -2 | 22 | 26 | 6.7 | 22 | 46 | -7

# Printed as active in Mdm2-MdmX inh, among the entries above:
Molecule | 697 NFkB inh | Jurkat NFkB inh | APJ antagonist | Mdm2-MdmX inh
CC(C)CC(=O)O/N=C1\C(=O)N(Cc2ccc(Cl)cc2)c2ccc([N+](=O)[O-])cc21 | 1 | 15 | 10 | 60*

# High-throughput results deposited in PubChem BioAssay by Sanford-Burnham Center for Chemical Genomics.
